Compound activity as filed in PubChem.
GPR7 antag – antagonists of human GPR7 (neuropeptides B/W receptor 1); P48145; GPR7-expressing cells, fluorescence antagonist assay; inhibition, % at 4.4 µM; actives 1.1% (n = 290,000); AID 1861; in the data active = inhibition above about 16%, passing the limit was not always enough;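 also: cells stimulated with the agonist NPW; 0% = agonist with vehicle and 100% = vehicle without agonist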
V1aR counter – activates human V1a receptor in oxytocin agonist counter-screen. actives 0.25% (n = 320,000). activation, % at 3 µM. P37288. CHO-V1R cells, Fluo-8 calcium fluorescence, agonist mode; 0% DMSO, 100% 3 nM vasopressin;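 active = activation above the mean activation of all tested compounds plus 3 SD, per screening run, cut at about 20% in these data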;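 also: signal is peak over basal fluorescence ratio across a 100 second FLIPR read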
VIM-2 inhibitor – blocks Pseudomonas aeruginosa VIM-2 metallo-beta-lactamase. purified VIM-2, nitrocefin hydrolysis, epi-absorbance fluorescence. inhibition, % at 5.6 µM. actives 0.89% (n = 290,000). AID 1527;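 active = inhibition above the mean of all tested compounds plus 3 SD, cutoff set per screening run, cut at about 7.5% in these data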;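 also: red hydrolysis product quenches plate fluorescence so inhibitors raise well fluorescence; 0% = enzyme with DMSO and 100% = DMSO without enzyme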
IMP-1 inhibitor – blocks Pseudomonas aeruginosa IMP-1 metallo-beta-lactamase. actives 0.45% (n = 290,000). AID 1556. inhibition, % at 5.6 µM. purified IMP-1, nitrocefin hydrolysis, epi-absorbance fluorescence;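 active = inhibition above the mean plus 3 SD of all compounds in the same screening run, cut at about 4.5% in these data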;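 also: 0% = IMP-1 with DMSO and 100% = DMSO wells lacking enzyme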
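Assay system: purified IMP-1; Quantity: IMP-1 0.2 nM before substrate addition; Medium: HEPES buffer pH 7.1 with ZnSO4 and Brij 35; Incubation: 15 min enzyme–compound preincubation, then 25 min nitrocefin reaction, 25 °C; Signal: fluorescence quenching readout, ex 480/em 530 nm; Controls: DMSO with and without IMP-1; Repeats: singlicate testing.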
FID counter – fluorescent intercalator displacement, NS3 helicase counter-screen. DNA fluorescent intercalator displacement, fluorescence. inhibition, % at 7.9 µM. actives 0.17% (n = 290,000). AID 1845; in the data active = inhibition above about 37%;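 also: 0% = vehicle and 100% = reference compound; higher means more ethidium bromide displaced from hairpin DNA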
OXTR ag – activates the human oxytocin receptor; P30559; CHO-OTR cells, Fluo-8 calcium fluorescence; normalized: DMSO 0%, oxytocin 100%; activation, % at 3 µM; actives 0.32% (n = 320,000); AID 2435;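 active = activation above the mean of all tested compounds plus 3 SD, cutoff set per screening run, cut at about 20% in these data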;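 also: peak over basal fluorescence ratio from a 100 s FLIPR kinetic read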
HCV NS3 hel inh – HCV NS3 helicase inhibition; NS3 helicase DNA unwinding, Cy5 molecular beacon fluorescence; inhibition, % at 10.9 µM; actives 0.56% (n = 290,000); AID 1800;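 active = inhibition above the mean of all tested compounds plus 3 SD, set per campaign, cut at about 35% in these data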;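 also: 0% = DMSO wells and 100% = thioflavine S control wells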
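Assay system: hepatitis C virus NS3 helicase domain fragment enzyme. Also added: annealed dual-labelled DNA beacon duplex, ATP-started. Timing: 1 h reaction at 25 °C, ATP-initiated. Technique: Cy5 fluorescence at 0 and 60 min, beacon hairpin quenching. Evaluation: % inhibition of unwinding. Replication: one well per compound.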
PHOSPHO1 inh – blocks human PHOSPHO1 phosphatase activity; Q8TCT1; recombinant PHOSPHO1, absorbance phosphatase assay; inhibition, % at 13.3 µM; actives 1.1% (n = 290,000); in the data active = inhibition above about 60%
Target sequence (Q8TCT1 whole entry, looked up): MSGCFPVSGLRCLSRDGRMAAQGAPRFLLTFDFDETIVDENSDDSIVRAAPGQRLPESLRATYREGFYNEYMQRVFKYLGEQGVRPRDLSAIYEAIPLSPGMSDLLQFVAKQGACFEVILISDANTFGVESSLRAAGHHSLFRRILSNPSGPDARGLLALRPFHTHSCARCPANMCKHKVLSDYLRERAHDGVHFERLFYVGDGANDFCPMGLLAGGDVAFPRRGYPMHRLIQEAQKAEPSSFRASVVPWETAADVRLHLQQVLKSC
GalR3 antagonist – antagonists of human GalR3 | O60755 | HEK293 GalR3-CNG cAMP membrane potential fluorescence; galR3 body fused to GalR1 C-terminus | inhibition, % at 3 µM | actives 0.44% (n = 360,000) | AID 651719;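 active = inhibition above the screen-wide average plus 3 SD, cut at about 13% in these data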;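 also: forskolin and galanin both at EC90 stimulate the cells; cAMP rise reported by CNG channel membrane potential dye signal; 0% = forskolin plus galanin with DMSO and 100% = forskolin alone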
Target sequence (O60755 1-299 limits assumed): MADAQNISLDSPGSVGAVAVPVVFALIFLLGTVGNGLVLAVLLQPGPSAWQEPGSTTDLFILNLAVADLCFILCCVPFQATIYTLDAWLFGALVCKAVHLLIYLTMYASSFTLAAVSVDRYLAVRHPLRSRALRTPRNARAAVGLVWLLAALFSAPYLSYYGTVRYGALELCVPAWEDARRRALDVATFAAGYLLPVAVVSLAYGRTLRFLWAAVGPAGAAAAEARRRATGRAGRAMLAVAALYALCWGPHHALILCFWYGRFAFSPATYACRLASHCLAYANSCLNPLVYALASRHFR
Active calls of the source: *; . = not tested or not shown.

Labels used below – A = GPR7 antag; B = V1aR counter; C = VIM-2 inhibitor; D = IMP-1 inhibitor; E = FID counter; F = OXTR ag; G = HCV NS3 hel inh; H = PHOSPHO1 inh; I = GalR3 antagonist
1	O=C(CN1C(=O)NC2(CCOc3ccccc32)C1=O)NCC(F)(F)F (stereo unspecified)
  A: -6 | B: 0.6 | C: -0.4 | D: -1.3 | E: 0 | F: 1.3 | G: -8 | H: 36 | I: -4

2	CCC1CCCCN1CCCNC(=O)c1ccc(CS(=O)(=O)c2ccccc2C)o1 (stereo unspecified)
  A: -8 | B: -0.6 | C: -0.6 | D: -2.2 | E: 10 | F: 0.2 | G: 0 | H: 19 | I: -6

3	COc1cc2nc(CC(C)C)n(NC(=O)c3ccccc3)c(=O)c2cc1OC
  A: -8 | B: -0.4 | C: -1.9 | D: -4.2 | E: -5 | F: -0.8 | G: -1 | H: -3 | I: -7

4	Cc1ccc(NC(=O)CSc2ccccc2NC(=O)c2cccc(Cl)c2)cc1Cl
  A: -5 | B: 2.1 | C: -0.1 | D: 0.7 | E: 0 | F: -1.0 | G: 3 | H: -5 | I: -5

5	CCOc1ccc2c(c1)OC(c1ccc(C)cc1)(C(F)(F)F)NC2=O (stereo unspecified)
  A: -4 | B: -0.8 | C: -1.4 | D: -4.4 | E: -18 | F: -1.5 | G: 3 | H: -7 | I: -8

6	Cc1ccc(COC(=O)NCc2cccnc2)cc1
  A: -1 | B: 0.6 | C: -0.1 | D: 1.5 | E: -2 | F: 1.6 | G: -2 | H: . | I: -4

7	COc1ccc(CCNS(=O)(=O)c2cn(C)cn2)cc1OC
  A: -3 | B: -0.2 | C: -5.3 | D: -2.4 | E: -4 | F: 0.8 | G: 1 | H: 28 | I: 3

8	NC(=O)[C@H](Cc1cc2ccccc2s1)NC(=O)[C@@H]1CC2(CC(c3cccc(NC(=O)[C@@H]4CCC(=O)N4)c3)=NO2)CN1C(=O)c1ccccc1 (stereo partly specified)
  A: 1 | B: 0.6 | C: -3.0 | D: -3.2 | E: -44 | F: 1.1 | G: -13 | H: 19 | I: -3

9	COc1cccc(C(c2sc3nc(C)nn3c2O)N2CCN(C(=O)c3ccco3)CC2)c1 (stereo unspecified)
  A: -5 | B: 0.7 | C: 1.6 | D: 0.8 | E: -25 | F: 0.0 | G: 0 | H: 8 | I: .

10	COc1ccc(OCC(=O)NCCNC(=O)c2cccnc2)cc1
  A: -6 | B: -0.1 | C: -0.6 | D: 0.6 | E: -4 | F: 0.2 | G: 0 | H: 26 | I: -10

11	O=C1CC(C2CCCO2)C(=O)N1Cc1ccccc1 (stereo unspecified)
  A: 1 | B: 0.8 | C: -0.7 | D: -5.0 | E: -2 | F: -0.2 | G: -1 | H: -11 | I: 0

12	O=C(O)CCCCN1C(=O)/C(=C\c2ccc(OCc3ccccc3)c(OCc3ccccc3)c2)SC1=S
  A: -9 | B: 1.6 | C: -3.3 | D: -1.6 | E: -19 | F: 0.5 | G: 9 | H: 18 | I: -2

13	COc1ccc(C(=O)Nc2ccccc2NC(=O)c2ccco2)c(OC)c1
  A: -14 | B: -0.7 | C: -0.7 | D: -2.2 | E: -22 | F: 0.4 | G: -1 | H: 29 | I: -5

14	CCCc1cc(NCCCCO)n2c(nc3ccccc32)c1C#N
  A: -4 | B: -0.7 | C: 6.9 | D: -1.1 | E: -23 | F: -0.6 | G: -3 | H: 21 | I: -3

15	CC(OC(=O)c1ccc2ncsc2c1)C(=O)NCc1ccccc1 (stereo unspecified)
  A: -16 | B: -0.5 | C: -4.5 | D: -3.4 | E: -7 | F: -0.1 | G: 3 | H: -19 | I: .

16	COc1ccc(OCc2cc(C(=O)NCc3cccc(C)n3)no2)c(Cl)c1
  A: -4 | B: 5.9 | C: 0.0 | D: -0.7 | E: -22 | F: 1.1 | G: -19 | H: -27 | I: 0

17	O=C(OCn1nnc2ccccc2c1=O)c1ccc(S(=O)(=O)N2CCOCC2)cc1
  A: -3 | B: 1.5 | C: -5.0 | D: -2.9 | E: -3 | F: 2.5 | G: 1 | H: -2 | I: .

18	Cc1cc(C)c(S(=O)(=O)NCC2CCC(C(=O)NCCCN3CCC(C)CC3)CC2)c(C)c1 (stereo unspecified)
  A: -2 | B: 2.1 | C: 0.1 | D: 0.0 | E: 30 | F: 1.4 | G: -34 | H: 47 | I: 0

19	CCC(c1nnnn1CCC(C)C)N1CCC(C(N)=O)CC1 (stereo unspecified)
  A: -8 | B: 2.0 | C: -2.5 | D: 0.6 | E: -13 | F: -0.1 | G: 20 | H: 18 | I: -3

20	O=C(NCc1ccccc1Cl)C1CCCN1C(=O)NCc1ccccc1 (stereo unspecified)
  A: -16 | B: -0.8 | C: -0.6 | D: -1.7 | E: -7 | F: -0.4 | G: -4 | H: 40 | I: 0

Two entries from above, with values under each structure:
Each structure is followed by: GPR7 antag	V1aR counter	VIM-2 inhibitor	IMP-1 inhibitor	FID counter	OXTR ag	HCV NS3 hel inh	PHOSPHO1 inh	GalR3 antagonist
#19 CCC(c1nnnn1CCC(C)C)N1CCC(C(N)=O)CC1 (stereo unspecified)
→ -8	2.0	-2.5	0.6	-13	-0.1	20	18	-3
#20 O=C(NCc1ccccc1Cl)C1CCCN1C(=O)NCc1ccccc1 (stereo unspecified)
→ -16	-0.8	-0.6	-1.7	-7	-0.4	-4	40	0

Following part.
entry	Structure	GPR7 antag	V1aR counter	VIM-2 inhibitor	IMP-1 inhibitor	FID counter	OXTR ag	HCV NS3 hel inh	PHOSPHO1 inh	GalR3 antagonist
21	CC(OC(=O)c1cccc(-n2cnnn2)c1)C(=O)Nc1ccc(F)cc1 (stereo unspecified)	-7	1.6	-0.3	-1.2	-5	-1.3	2	43	-3
22	CC1CN(C(=O)Cn2cc(SCC(=O)N3CCOCC3)c3ccccc32)CC(C)O1 (stereo unspecified)	-16	0.4	1.0	-1.0	-15	0.1	-5	37	-5
23	Cn1c(=O)c2c(nc(NC3CCCCC3)n2Cc2ccccc2)n(C)c1=O	-6	-2.3	-3.1	-2.1	-4	-2.2	-4	-7	0
24	CCOC(=O)c1c(S(=O)(=O)NCCCc2ccco2)c(C)n(C)c1C	-1	0.2	-1.9	-2.2	-31	-0.6	5	44	-8
25	CCOCCCn1c(=N)c(C(=O)Nc2cc(C)on2)cc2c(=O)n3ccccc3nc21	-17	.	-0.8	-5.3	-4	.	-1	.	.

Structures shown so far containing a halogen:
entry	Structure	GPR7 antag	V1aR counter	VIM-2 inhibitor	IMP-1 inhibitor	FID counter	OXTR ag	HCV NS3 hel inh	PHOSPHO1 inh	GalR3 antagonist
1	O=C(CN1C(=O)NC2(CCOc3ccccc32)C1=O)NCC(F)(F)F (stereo unspecified)	-6	0.6	-0.4	-1.3	0	1.3	-8	36	-4
4	Cc1ccc(NC(=O)CSc2ccccc2NC(=O)c2cccc(Cl)c2)cc1Cl	-5	2.1	-0.1	0.7	0	-1.0	3	-5	-5
5	CCOc1ccc2c(c1)OC(c1ccc(C)cc1)(C(F)(F)F)NC2=O (stereo unspecified)	-4	-0.8	-1.4	-4.4	-18	-1.5	3	-7	-8
16	COc1ccc(OCc2cc(C(=O)NCc3cccc(C)n3)no2)c(Cl)c1	-4	5.9	0.0	-0.7	-22	1.1	-19	-27	0
20	O=C(NCc1ccccc1Cl)C1CCCN1C(=O)NCc1ccccc1 (stereo unspecified)	-16	-0.8	-0.6	-1.7	-7	-0.4	-4	40	0
21	CC(OC(=O)c1cccc(-n2cnnn2)c1)C(=O)Nc1ccc(F)cc1 (stereo unspecified)	-7	1.6	-0.3	-1.2	-5	-1.3	2	43	-3

Compounds were not picked by outcome; about 4.3% have a hit in one of these screens.
